IDE cell inh = human IDE inhibitors in live cells, primary screen, fluorescence polarization, HEK cells, FAbetaB substrate | actives 0.41% (n = 320,000) | inhibition, % at 5.59 µM | Insulin-degrading enzyme (Homo sapiens), P14735 | AID 434962, 2010 | FAbetaB cleavage;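 active = percent inhibition above the average of all tested compounds plus 3 SD, set per screening campaign, cut at about 16% in these data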;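 also: IDE supplied by intact live HEK cells; FP after avidin binding of uncleaved biotin substrate so inhibition keeps polarization high; 0% = DMSO wells and 100% = 60 µM reference IDE inhibitor Ii1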
MEKK2wt PB1 HTS = modulators of MEK5 binding to wildtype MEKK2, primary screen, biochemical, multiplex bead flow cytometry, Alexa488-MEK5. Mitogen-activated protein kinase kinase kinase 2 (Homo sapiens), Q9Y2U5. Alexa488-MEK5 binding to MEKK2 WT; actives lie on both sides. binding response (% of control), % at 10 µM. actives 1.1% (n = 290,000); in the data active = binding response below about 67% or above about 130%
UBC9 SUMO inh = inhibitors of in vitro SUMOylation cascade, primary screen, biochemical, HTRF, uHTS; SUMO-conjugating enzyme UBC9 (Homo sapiens), P63279; HTRF SUMOylation assay, SAE1/SAE2 + UBC9; inhibition, % at 35 µM; actives 0.36% (n = 290,000); in the data active = inhibition above about 50%, passing the limit was not always enough; also: strong numbers were not always called active
Target sequence (P63279 whole entry, looked up): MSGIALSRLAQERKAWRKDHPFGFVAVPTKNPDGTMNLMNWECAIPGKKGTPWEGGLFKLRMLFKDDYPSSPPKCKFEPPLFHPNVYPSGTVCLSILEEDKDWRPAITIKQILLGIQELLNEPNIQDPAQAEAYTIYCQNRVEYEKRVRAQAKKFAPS
MEKK2mut PB1 HTS = MEK5 binding signal on mutant MEKK2 PB1, primary screen, biochemical, multiplex bead flow cytometry, Alexa488-MEK5; actives 0.35% (n = 290,000); percent response, % at 10 µM; Alexa488-MEK5 binding to MEKK2 mutant; in the data active = percent response above about 24%, passing the limit was not always enough; also: inactives centre near 1; some results filed as inactive read as strong as hits; reference of the scale not given here
NALP1 inh = NALP1 inflammasome inhibitors in reconstituted yeast, colorimetric, S. cerevisiae, triplicate retest; actives 0.61% (n = 280,000); inhibition, % at 10 µM; AID 2071, 2009; S. cerevisiae NALP1/ASC/caspase-1 growth, X-gal OD620, 72 h; in the data active = inhibition mostly above about 24%, no sharp cut-off; inactive = mostly below about 32%; also: some compounds called inactive have numbers as strong as hits
MEKK3 PB1 HTS = modulators of MEKK3-MEK5 PB1 binding, primary screen, biochemical, wildtype MEKK3, multiplex bead flow cytometry, Alexa488-MEK5. AID 1529, 2009. actives 1.4% (n = 290,000). Mitogen-activated protein kinase kinase kinase 3 (Homo sapiens), Q99759. bead-based flow cytometry, Alexa488-MEK5 binding to MEKK3; actives lie on both sides; 0 = blocked by unlabeled MEK5, 100 = vehicle. binding response (% of control), % at 10 µM;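 active = binding response more than 3 SD above or below the average of its plate-row segment, actives on both sides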;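 also: Alexa488 bead fluorescence after subtracting the streptavidin-only scavenger bead signal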
Target sequence (Q99759 whole entry, looked up): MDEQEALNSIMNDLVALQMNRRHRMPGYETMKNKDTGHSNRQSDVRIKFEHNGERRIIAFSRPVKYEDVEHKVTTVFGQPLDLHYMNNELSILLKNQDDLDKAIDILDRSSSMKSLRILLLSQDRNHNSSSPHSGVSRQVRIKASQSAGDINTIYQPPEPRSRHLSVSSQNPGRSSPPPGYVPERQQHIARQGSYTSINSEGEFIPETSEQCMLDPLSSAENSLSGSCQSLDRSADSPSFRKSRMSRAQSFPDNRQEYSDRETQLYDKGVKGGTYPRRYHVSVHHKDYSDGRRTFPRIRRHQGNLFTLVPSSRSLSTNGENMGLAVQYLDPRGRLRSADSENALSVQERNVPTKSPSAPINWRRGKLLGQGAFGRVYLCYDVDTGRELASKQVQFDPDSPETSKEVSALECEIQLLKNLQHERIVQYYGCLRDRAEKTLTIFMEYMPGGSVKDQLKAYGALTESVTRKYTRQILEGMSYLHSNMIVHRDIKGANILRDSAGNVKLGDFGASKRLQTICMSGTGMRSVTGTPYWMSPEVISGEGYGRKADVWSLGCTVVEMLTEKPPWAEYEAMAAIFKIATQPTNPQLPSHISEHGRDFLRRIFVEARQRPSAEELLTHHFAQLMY
PfM18AAP inh = PfM18AAP inhibitors, malaria aminopeptidase, primary screen, biochemical, QFRET, recombinant enzyme. H-Glu-NHMec fluorogenic cleavage. inhibition, % at 7.35 µM. actives 1.2% (n = 290,000). M18 aspartyl aminopeptidase (Plasmodium falciparum 3D7). AID 1822, 2009;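 active = inhibition above the campaign mean inhibition over all tested compounds plus 3 SD, cut at about 28% in these data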;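 also: 0% = plate median of test compound wells and 100% = 2 mM ZnCl2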
p-CIP stab down = p/CIP-EGFP fusion destabilizers, primary screen, fluorescence, F442A cells. AID 1984, 2009. Q05BA5. decrease of EGFP signal, % at 10 µM. 16 h. actives 0.01% (n = 290,000);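 active = EGFP signal decrease of at least 30% at 10 µM or well 3 SD below plate mean, unless failing retest; inactive = the rest, including hits failing retest or dose response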; also: some compounds called inactive have numbers as strong as hits; many of its hits are not listed in these tables
IDE cell activ = human IDE activators in live cells, primary screen, fluorescence polarization, HEK cells, FAbeta-B substrate; FAbeta-B cleavage; 0% vehicle, 100% cell-free pure enzyme wells; Insulin-degrading enzyme (Homo sapiens), P14735; activation, % at 5.96 µM; AID 493087, 2011; actives 0.073% (n = 340,000);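 active = activation above the mean of all tested compounds plus 3 SD, set per screening campaign, cut at about 17% in these data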
The depositor's hits bear a star; · = not tested or not shown. These rows are one share of the data (hit frequency here may not be typical).

Molecule	NALP1 inh	MEKK3 PB1 HTS	IDE cell inh	IDE cell activ	MEKK2wt PB1 HTS	p-CIP stab down	UBC9 SUMO inh	PfM18AAP inh	MEKK2mut PB1 HTS
O=C(NC(NCc1ccccn1)(C(F)(F)F)C(F)(F)F)c1ccco1	6	104	-3	-2	105	-8	25	0	3
CCOc1ccc(NC(=O)CN(C)C(=O)c2ccncc2)cc1OCC	2	101	·	4	102	0	-14	-1	1
CC(C)Cc1c(O)nc(SCC(=O)Nc2ccc3c(c2)CCC3)[nH]c1=O	2	93	4	0	102	-23	-7	22	2
CC1(C)C(=O)OC(c2ccco2)C(C)(C)C1=O (stereo not given)	11	105	5	2	113	0	16	2	7
CCOC(=O)N1CCN(Cc2nc3cc([N+](=O)[O-])ccc3n2CC)CC1	3	101	3	3	100	-9	5	-2	4
CCN(CC)c1ccc2cc(C(C)=O)c(=O)oc2c1	8	104	35*	-37	104	-4	12	-7	4
Oc1ccc(CNc2ccccc2F)c2cccnc12	-14	102	-3	3	104	-11	-29	2	4
COCCn1cnc2c1c(=O)n(Cc1ccc(Br)cc1)c(=O)n2Cc1ccccc1	25	103	-4	4	101	-8	2	-2	-1
COc1ccc(CNC(=O)C2CCCN2S(=O)(=O)c2ccc(F)cc2)cc1 (stereo not given)	-3	95	2	4	99	-5	-10	-5	-3
O=C(NC(=S)NC1CCSC1=O)c1cccc([N+](=O)[O-])c1 (stereo not given)	-5	103	6	4	106	7	5	2	3
CCc1cccc(NC(=O)CCc2nc(-c3cccs3)no2)c1	25	108	2	-7	110	-2	-16	7	9
O=C(C1CCN(S(=O)(=O)c2cnc[nH]2)CC1)N1CCn2c1nc1ccccc12	6	99	3	-1	97	3	-8	-5	0
COc1ccccc1Oc1ccc(N/C=C/C(=O)C(C)(C)C)cc1	-10	97	0	4	105	-13	-6	-4	0
CCCCn1c(=NC(=O)c2ccco2)c(C(=O)OCC)cc2c(=O)n3ccccc3nc21	-6	107	0	2	112	-15	18	27	3
CC(C)C(=O)N1CCN(c2ccccc2NC(=O)COc2ccc(C3CCCCC3)cc2)CC1	3	100	·	3	95	-11	-22	2	-6
O=C(Nc1ccc(N2CCN(C(=O)c3ccc(Cl)cc3)CC2)cc1)c1ccc([N+](=O)[O-])o1	1	105	·	1	102	-22	0	0	3
O=C1c2cccc3cccc(c23)C(=O)N1CCN1CCN(C(=S)Nc2ccccc2)CC1	·	95	-8	3	101	-4	6	5	0
CC(C)CC(NC(=O)/C(=C/c1ccco1)NC(=O)c1ccc(Br)o1)C(=O)O (stereo not given)	-4	101	3	3	99	10	-7	3	0
CCCn1nnc(NC(=S)NC(=O)/C=C/c2ccc(Cl)cc2)n1	·	108	11	-4	101	1	1	4	3
c1ccc(C2COC(c3cccs3)=N2)cc1 (stereo not given)	4	104	2	4	114	-6	12	0	7
N#Cc1ccc(NC(=O)Cn2cnc(S(=O)(=O)N3CCCCC3)c2)cc1	29	102	-3	2	98	-7	1	-16	-5
CCOC(=O)C(Oc1ccc(=O)[nH]n1)C(C)=O (stereo not given)	2	94	7	2	97	-17	8	0	-2
O=C(NCCO)c1cc2ccccc2c(=O)s1	18	100	6	2	98	1	-10	2	-1
COc1c(C)cccc1C(=O)NC(=S)Nc1ccccc1N1CCCC1	6	101	1	0	99	-10	15	11	4
Cc1ccc(/C=N\NC(=O)Cc2cccn2C)o1	5	102	11	·	100	7	-1	11	-3
Cc1cc(C(=O)NC(=S)Nc2cccc(C(=O)O)c2C)ccc1[N+](=O)[O-]	11	94	4	5	94	-3	10	-1	-43
COc1ccc(CNC(=O)C2CCN(S(=O)(=O)c3ccc4c(c3)CC(C)N4C(=O)C3CC3)CC2)cc1 (stereo not given)	13	100	3	5	104	5	9	4	1
O=C(CNC(c1ccccc1)c1ccccc1)Nc1ccccc1-c1ccccc1	27	96	6	3	103	-12	-12	-6	11
NC1=NC(=Nc2ccccc2)c2ccccc21	0	106	-1	4	108	9	11	-1	9
O=[N+]([O-])c1cnc2ccccc2c1	28	90	6	3	88	-10	-2	-10	1
COn1c(SCc2ccc(Cl)cc2)nc2ccccc2c1=O	-9	98	0	0	96	5	-24	0	0
CCN(CCO)c1ncnc2c1sc1nc(C(C)C)c3c(c12)CC(C)(C)OC3	16	101	4	-1	105	-31	-19	3	5
CCOC(=O)N1CCC(NC(=O)Cn2c3ccccc3c3cn[nH]c(=O)c32)CC1	19	102	·	·	100	-10	10	-6	4
NC(=O)NC(=O)COC(=O)CN1C(=O)C2CCCCC2C1=O (stereo not given)	28	106	1	-2	116	-16	3	3	19
S=C(Nc1cccc2ccccc12)N1CCN(c2ncccn2)CC1	-14	104	3	0	105	4	20	-20	5
Cc1ccc(CSCC(=O)N2CCCC2)cc1	5	92	-1	-2	108	-8	-9	-3	3
CCOc1ccc(CNC(=O)CCCC(=O)n2ncc3cc(C)ccc32)cc1	16	100	4	0	102	-6	10	-2	-1
Nc1nonc1-n1nnc(C(=O)N/N=C/c2ccc(Cl)cc2Cl)c1CN1CCCCC1	-6	99	1	-3	101	-17	6	4	1
CCCN1C(=O)/C(=C/c2ccc(N3CCCC3)c(C)c2)NC1=S	3	97	95*	-110	83	-63	-7	12	-8
Cn1c(SCC(=O)NCCc2ccccc2)nc2c([nH]c3ccccc32)c1=O	-4	100	0	1	97	-8	20	-7	0
COC(=O)C1=C(N)c2ccccc2C1(C#N)c1ccccc1 (stereo not given)	23	101	4	-2	101	12	-13	4	8
CC(=O)c1cc(C#N)c(SCc2ccccn2)nc1C	-9	96	-5	·	94	-4	0	5	-2
Cn1ccnc1C(=O)c1cc(=O)c2ccccc2o1	5	112	4	5	107	-9	8	-1	5
O=C(COC(=O)c1ccc2c(c1)OCO2)Nc1ccccc1	16	100	-2	1	92	-12	13	-1	-8
Nc1nnn(CC(=O)N/N=C/c2ccc(Cl)cc2Cl)n1	-8	101	3	1	94	-6	-12	4	-1
O=C1COc2ccc(S(=O)(=O)NCCc3ccccc3)cc2N1	10	101	5	8	105	-10	-1	-5	5
COC(=O)c1ccc(NC(=S)NCc2ccco2)cc1	8	102	-1	4	101	-7	18	-2	1
CCCOP(=O)(OCCC)C(Nc1cccc(C(F)(F)F)c1)c1ccc(C)cc1 (stereo not given)	8	103	0	5	108	-11	-4	-4	7
CCCn1c(NC(=O)c2ccccc2Br)nc2ccccc21	5	107	0	2	103	-6	33	4	-3
N#Cc1c(-c2ccccc2)nc(SCc2ccc([N+](=O)[O-])cc2)[nH]c1=O	7	96	7	4	95	6	25	-1	-1
Cc1ccc(C)c(N(CC(=O)NCCc2ccccc2)C(=O)CCC(=O)Nc2ccccn2)c1	-1	96	7	1	98	-11	5	6	-1
Clc1ccc(COn2ccnc2)cc1Cl	8	107	·	-2	112	6	6	4	5
CC(Cc1ccccc1)NC(=O)CCCN1C(=O)c2ccccc2C1=O (stereo not given)	16	106	4	-1	104	0	13	0	6
O=C(Nc1ccccc1-c1ccccc1)NC1CC2CCCC(C1)N2CCc1ccccc1 (stereo not given)	12	111	-1	3	109	-5	3	0	0
Cc1ccc(-n2nnnc2-c2cnc(N3CCCC3)nc2C(F)(F)F)cc1	-1	101	3	-3	103	-2	6	-4	-1
Cc1ccc2cc(CCNC(=O)C3CCCC3)c(=O)[nH]c2c1	·	111	3	-3	115	-4	6	7	19
COc1ccc(C(=O)COc2ccc(C)cc2NC(C)=O)cc1	4	102	-4	·	102	-6	8	6	0
CCOC(=O)NNc1ccccc1	11	95	-9	4	90	-11	9	0	-5
S=C(Nc1cc(Cl)cc(Cl)c1)N1CCN(c2ccccn2)CC1	-48	100	·	-2	97	1	-5	7	-4
N#CCCn1cc(/C=N/NC(=O)c2ccncc2)c(-c2ccc(F)cc2)n1	10	92	1	4	100	-15	8	9	-1

Next part
Molecule	NALP1 inh	MEKK3 PB1 HTS	IDE cell inh	IDE cell activ	MEKK2wt PB1 HTS	p-CIP stab down	UBC9 SUMO inh	PfM18AAP inh	MEKK2mut PB1 HTS
O=C(CCS(=O)(=O)c1ccc(Br)cc1)NC1CCCC1	10	105	1	1	107	-14	-2	-4	4
CSc1nc2n(n1)C(c1ccccn1)C1=C(CC(C)(C)CC1=O)N2 (stereo not given)	-29	89	-3	-9	94	-8	14	0	-8
O=C(NNC(=O)c1sccc1-n1cccc1)c1ccc(F)cc1	11	101	-3	1	94	-22	17	0	-4
COc1ccc(/C=C(\NC(=O)c2cccs2)C(=O)Nc2ccc(C)cc2)cc1OC	23	98	-1	-4	102	-1	30	1	1
O=C(NCCN1CCOCC1)c1ccc2ccccc2c1	5	·	0	-1	·	-3	-14	2	·
COC(C[C@@H](O)C[C@H](O)[C@@H](C)OCc1ccccc1)OC	·	97	·	7	100	4	-10	·	2
COc1ccccc1C(=O)N1CCN(Cc2cccnc2)CC1	11	108	2	-1	107	-2	11	-13	5
CN1CCN(c2ccc([N+](=O)[O-])cc2C(=O)c2ccc(Cl)cc2)CC1	37	102	0	0	102	4	-1	-2	-1
O=C(Nc1ccc2oc(-c3ccncc3)nc2c1)c1ccccc1	-4	103	4	-1	102	11	15	-8	-3
Cc1ccc(C)c(OCc2cc(C(=O)N3CC[C@H](O)C3)no2)c1	6	97	1	-4	97	1	3	-7	-5
CC(NC(=O)c1ccc(F)cc1)C(=O)NC1=NCCS1 (stereo not given)	49	99	-3	-1	95	15	1	-4	-6
CN(C)C(CNC(=O)c1ccc(NS(=O)(=O)c2cccc([N+](=O)[O-])c2)cc1)c1ccco1 (stereo not given)	13	96	-1	2	99	-8	4	7	2
O=C(CCc1ccccc1)N1CCCC(Nc2ccc(F)cc2)C1 (stereo not given)	5	102	7	0	104	-3	3	2	6
C=CCN1C=C2C(=O)C(C)(OC(=O)c3ccc(OC)cc3)C(=O)C(c3ccco3)=C2C=C1CCCC (stereo not given)	·	94	4	2	93	-6	12	·	7
COCCn1c(=S)[nH]c2cc(C(=O)N3CCc4ccccc43)ccc2c1=O	38	98	4	-3	96	-1	0	16	6
CCOC(=O)C1=C(c2ccccc2)NC(=O)NC1c1cc(Cl)c(O)c(OC)c1 (stereo not given)	1	95	-2	-5	98	-2	8	5	-8

A different layout for part of the listing above:
> O=C(CCc1ccccc1)N1CCCC(Nc2ccc(F)cc2)C1 (stereo not given)
  NALP1 inh = 5 | MEKK3 PB1 HTS = 102 | IDE cell inh = 7 | IDE cell activ = 0 | MEKK2wt PB1 HTS = 104 | p-CIP stab down = -3 | UBC9 SUMO inh = 3 | PfM18AAP inh = 2 | MEKK2mut PB1 HTS = 6
> C=CCN1C=C2C(=O)C(C)(OC(=O)c3ccc(OC)cc3)C(=O)C(c3ccco3)=C2C=C1CCCC (stereo not given)
  NALP1 inh = · | MEKK3 PB1 HTS = 94 | IDE cell inh = 4 | IDE cell activ = 2 | MEKK2wt PB1 HTS = 93 | p-CIP stab down = -6 | UBC9 SUMO inh = 12 | PfM18AAP inh = · | MEKK2mut PB1 HTS = 7
